VP16 counter: VP16 counterscreen qHTS for inhibitors of ROR gamma transcriptional activity | Drosophila S2 Gal4-VP16 UAS-luciferase, luminescence, 20 h | Potency, µM (top dose mostly 53.6 µM), inactives show at the top dose activity, negative = inhibition, usual class: inhibitors | 3.5% of 310,000 active | AID 2546, 2010;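 further: Gal4-VP16 expression switched on by copper sulfate through the metallothionein promoter; on the % scale 0 is the no-effect control and ±100 the full control effect; nearly all actives have a fitted effect of over 50% in size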
Menin MLL FP TR: qHTS Assay for Inhibitors Targeting the Menin-MLL Interaction in MLL Related Leukemias: Competition With Texas Red Labeled MLL-derived Mutant Peptide. AID 1768, 2009. Potency, µM (series often up to 61.6 µM), inactives show at the top dose FP activity change, negative = inhibition, actives largely listed as inhibitors. Menin + Texas Red MLL mutant peptide, fluorescence polarization. O00255. 0.23% of 270,000 active; active means well fitted inhibition curve with a large enough effect in the polarisation, with a control signal flat, not every such curve was filed as active; inconclusive means small, poorly fitted or top-dose-only effect, or effect the other way, or a change in a side signal; inactive means no such curve, though single readings can be large or run the other way; the % refers to the polarisation; further: % of control where 0% means no effect; many of its hits are not listed in these tables
RORgamma inh: qHTS for inhibitors of ROR gamma transcriptional activity | 5.4% of 310,000 active | Drosophila S2 Gal4-RORgamma UAS-luciferase reporter, 20 h | AID 2551, 2010 | Potency, µM (series often up to 53.6 µM), inactives show at the top dose activity change, negative = inhibition, most hits filed as inhibitors; further: on the % scale 0 is the no-effect control and ±100 the full control effect; nearly all actives have a fitted effect of over 60% in size
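ROR gamma transcriptional activity was tracked as Gal4-UAS luciferase output in stably transfected Drosophila Schneider cells, with compound added 1 hr before 700 uM copper sulfate induction and a 20 hr ambient-temperature incubation.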
The depositor's hits bear a star; ? = inconclusive; & = joins results of further samples; [ ] = another dose, or the depositor's remark. Unless noted, the call rests on the fitted dose curve; in most records, active means well fitted curve in the direction sought with a large enough effect; inconclusive means small, poorly fitted or top-dose-only effect, or another doubt; inactive means no such curve, though single readings can be large; an effect the other way counts as inactive or inconclusive. Potency means the concentration at half of the fitted maximal effect.

SMILES	VP16 counter	Menin MLL FP TR	RORgamma inh
CC(C)=CCn1cnc2c1C(NOCc1ccccc1)=NCN2	-19%	-24%	3%
COc1ccccc1CCn1c(=O)c(-c2ccc(F)cc2)nc2cncnc21	7%	?	-1%
CN(C)C(=O)c1ccc(-c2ccc3ncnc(NCc4ccccc4)c3c2)cc1	12%	0%	23%
CCOC(=O)C1=C(C)NC(=S)NC1c1cccc(O)c1 (centres undefined)	0%&5%&-5%	13%	-16%&-9%&-29%
CN(C)C(=O)c1ccc(-c2nc(Nc3ccccc3)c3ccccc3n2)cc1	-6%	27%	33%
CC(=O)OC1CC2C(C)(C)C(O)CC[C@@]2(C)C2CC[C@@]3(C)C(c4ccoc4)OC(=O)C4OC43[C@]12C (some centres undefined)	-28%	0%	-13%
Cc1noc(C)c1-c1cc(Nc2ccccc2)ncn1	-19%	?	-20%
COc1ccccc1CNc1cc(-c2ccccc2CN(C)C)ncn1	8%	-15%	-25%
CC(C)NC(=O)N1CCC2(CC1)CCN(C(=O)c1csnn1)CC2	9%	18%	1%
COC(=O)CC1C(C)(C)C(OC(C)=O)C2CC3C4CC(=O)OC(c5ccoc5)[C@]4(C)CCC3[C@@]1(C)C2=O (some centres undefined)	-4%	-21%	33%
O=C(O)C1CCN(c2ncnc3ccc(-c4ccccc4C(F)(F)F)cc23)CC1	-17%	-1%	-13%
O=C1[C@@H]2[C@H]3[C@H](O)[C@H](O)C/C(=N/OCc4ccccc4)[C@H]3CC[C@H]2C(=O)N1c1ccc(F)cc1F	3%[10 µM]	1%[11.7 µM]	-5%[10 µM]
C=C(CC[C@@H](C)[C@H]1CCC2[C@]1(C)CC[C@]13C[C@@]14CCC(OC(=O)/C=C/c1ccc(O)c(OC)c1)C(C)(C)[C@@H]4CC[C@@]23C)C(C)C (some centres undefined)	-7%	23%	-26%
O=c1c(-c2ccc(F)cc2)nc2cnc(N3CCOCC3)nc2n1Cc1cccs1	5%	12%	-11%
Cc1ccccc1C1CC(=O)Oc2cc(C)c(Br)c(C)c21 (centres undefined)	-21%	-3%[94.6 µM]	-8%
CC(=O)N1CCC2(CC1)CCN(c1ccccc1)CC2	-9%	-6%	1%
COc1ccccc1CCn1c(=O)c(-c2cn(C)c3ccccc23)nc2cncnc21	5%	16%	24%
CCCCCCCCCCCCCCCC(=O)N[C@H](CN1CCOCC1)[C@H](O)c1ccccc1	-3%	-16%	-23%
CC/C=C\C/C=C\C/C=C\C/C=C\C/C=C\C/C=C\CCC(=O)NCCCC(=O)O	-1%	17%	-4%
Nc1c(CC(=O)O)cccc1C(=O)c1ccc(Br)cc1	6%	-2%	-11%[10 µM]
NCCC[C@@H](CC(=O)N[C@@H]1CCNC[C@H]1C(=O)N[C@H](CC(=O)N[C@@H](CCC(=O)O)CC(=O)O)Cc1c[nH]c2ccccc12)NC(=O)C[C@H](CO)NC(=O)[C@@H]1CNCC[C@H]1N	-1%	2%	9%
N#Cc1ccc(CN2CC3(CCN(C(=O)c4cccc(F)c4)CC3)C2)cc1	9%	4%	-5%
N[C@@H](COC(c1cccc(F)c1)c1ccccc1OCc1ccccc1)C(=O)O (some centres undefined)	-1%	-20%	17%
CC(=O)OC[C@H]1O[C@@H](O/N=C(\C)CCN2CCCCc3nc(C)c(C)cc32)[C@H](OC(C)=O)[C@@H](OC(C)=O)[C@H]1OC(C)=O	7%[10 µM]	-15%[11.7 µM]	-1%[10 µM]
COc1ncc2nc(-c3cn(C)c4ccccc34)c(=O)n(-c3ccccc3)c2n1	4%	-20%	-9%
CCCCCCCCCCCCCCCCCCCCCCO	-17%&-4%	9%&5%	-5%&-3%
CC1(OC(=O)c2ccc(Cl)nc2)C(=O)C=C2C=C(c3ccsc3)OC=C2C1=O (centres undefined)	-10%	8%	-2%
c1csc(CNc2ncncc2-c2ccoc2)c1	-3%	-4%	17%
COc1ccc(C2=Nn3c(nnc3-c3ccccc3C)SC2)cc1OC	-3%	-18%	-11%
CC(=O)N1CCC[C@@]2(CCN(Cc3ccccc3)C2)C1	9%	3%	2%
COc1ccc(Oc2ncc3nc(-c4ccccc4)c(=O)n(CCC#N)c3n2)cc1	8%	10%	27%
Cc1ccc(C(C)(C)c2ccc(C)cc2)cc1	-10%	0%	9%
COCCn1c(=O)cnc2cnc(Nc3cccc(OC)c3)nc21	?	?	-24%
COC(=O)C1=C(C)N(Cc2ccccc2)C2=C3C(=O)N(c4ccccc4)C(=O)C3[C@@](O)(C(=O)OC)C(=O)N2C1c1ccccc1 (some centres undefined)	-7%&0%[10 µM]	7%&5%[11.7 µM]	2%&-5%[10 µM]
c1ccc(CN2CCC3(CCc4ccccc43)CC2)cc1	1%	0%[24.8 µM]	-20%
COc1cccc(Cn2c(=O)c(C)nc3cnc(Oc4ccccc4)nc32)c1	15%	10%	22%
COc1ccc(-c2nc(-c3ccccc3)c(Nc3c(C)cccc3C)o2)cc1	1%	-2%	-13%
C(#CC1C=CC2OC(c3ccccc3)OCC2O1)c1ccccc1 (centres undefined)	-3%[10 µM]	?	-11%[10 µM]
CC(=O)OC[C@@H]1O[C@@H](O/N=C2/C[C@@H](O)[C@@H](O)[C@@H]3[C@@H]4C(=O)N([C@@H](C)c5ccccc5)C(=O)[C@H]4CC[C@@H]23)[C@H](OC(C)=O)[C@H](OC(C)=O)[C@@H]1OC(C)=O	-3%[10 µM]	0%[11.7 µM]	-11%[10 µM]
O=c1n(Cc2cc3c(cc2Cl)OCO3)c(=O)n2n1CC[C@H]1/C(=N\OC[C@@H](O)COCc3ccco3)[C@H]3O[C@@H]3[C@@H](O)[C@@H]12	-8%[10 µM]	5%[11.7 µM]	-11%[10 µM]
Cc1noc(C)c1C(=O)N1CCC[C@@]2(CCN(C(=O)Nc3cccc(F)c3)C2)C1	6%	5%	0%
O[C@@](CCN1CCCC1)(c1ccccc1)C1CCCCC1	-6%[17 µM]	-18%[24.8 µM]	10%[2.98 µM]
Clc1ccccc1-c1nc(NCCN2CCOCC2)c2ccccc2n1	5%	10%	-11%
COCCn1c(=O)c(-c2ccc(OC)cc2)nc2cnc(Oc3ccc(OC)cc3)nc21	-12%	-1%	-9%
O=C1Nc2ccccc2C(=O)N2CCC[C@@H]12	2%	5%	15%
C=CCC(C)(O)c1ccc(OC)cc1 (centres undefined)	-11%	5%	31%
NCCNS(=O)(=O)c1ccc(Cl)c2ccncc12	3%	2%	4%
COC(=O)N1CCC2(CC1)CCN(c1ccccc1)CC2	9%	?	-10%
COc1cccc(Cn2c(=O)c(-c3cccs3)nc3cnc(N(C)C)nc32)c1	1%	0%	?
COc1ccc(CNc2ccnc(-c3ccc4c(c3)OCO4)n2)c(OC)c1	?	38%[activator]	?
Cc1cccc(CNc2nc(-c3ccc4c(c3)OCO4)nc3ccccc23)c1	?	?	?
OC1CCC2Cc3ccccc3N=C12 (centres undefined)	-9%	-15%[24.8 µM]	9%
C[C@@](N)(C(=O)O)c1cccc(CC(=O)O)c1	-4%	-1%[24.8 µM]	13%
C[C@@H]1C(=O)OC2C[C@@]34[C@H]5C[C@@H](C(C)(C)C)[C@@]36C(O)C(=O)O[C@H]6O[C@@]4(C(=O)O5)[C@]21O (some centres undefined)	-1%	5%	-21%
C=CCC(C)(O)C(=O)OCC (centres undefined)	3%	-7%	8%
C[C@H]1COC(=O)O1	-1%	2%	-6%
N#CCCn1c(=O)c(-c2ccccc2)nc2cnc(N3CCOCC3)nc21	3%	-17%	14%
CC(C)C[C@@H](CC(=O)N[C@@H](CCC(=O)O)CC(=O)O)NC(=O)[C@@H]1CNCC[C@H]1NC(=O)C[C@@H](NC(=O)C[C@H](CO)NC(=O)[C@@H]1CCCC[C@H]1N)C(C)C	3%	4%	-12%
O=C(/C=C(\O)c1ccccc1)c1ccccc1O	4.5µM*	-22%	4.5µM*
COc1ccccc1/C=C\C(=O)O	4%	3%	-2%

Next part
SMILES	VP16 counter	Menin MLL FP TR	RORgamma inh
CN1[C@@H]2CC[C@H]1CC(OC(=O)[C@@H](O)c1ccccc1)C2 (some centres undefined)	1%	3%	-18%[10 µM]
COC(=O)[C@H](C)NC(=O)C/C=C\[C@@H](C)CO	-8%[10 µM]	?	5%[10 µM]
C/C(CCN1CCCc2nc(C)c(C)cc21)=N\O[C@@H](C)c1cn([C@@H]2COC[C@@H]2O)nn1	1%[10 µM]	1%[11.7 µM]	10%[10 µM]
OCC1OC([S-])[C@H](O)C(O)C1O.[Au+] (some centres undefined)	6.3µM*	5%	-9%
O=C(c1ccco1)N1CCC[C@@]2(CCN(Cc3ccccc3)C2)C1	1%	-12%	8%
COc1cccc(Nc2ncc3ncc(=O)n(C4CC4)c3n2)c1	-9%	4%	21%
CCC(=O)O[C@@H](OP(=O)(CCCCc1ccccc1)CC(=O)N1C[C@H](C2CCCCC2)C[C@H]1C(=O)O)C(C)C (some centres undefined)	-11%	-1%	40%
Cc1nc2cncnc2n(-c2ccccc2)c1=O	-19%	0%	-10%
COc1cccc(-c2cncnc2NC2CCNCC2)c1	7%	-11%	11%
CC(C)=CCCC1(C)C=Cc2c(c(C)cc3c2[nH]c2ccccc23)O1 (centres undefined)	-7%	?	30%
COc1cccc(Cn2c(=O)c(-c3cc(F)cc(F)c3)nc3cnc(N4CCN(C)CC4)nc32)c1	1%	?	-16%
Cc1noc(C)c1-c1nc(N2CCOCC2)c2ccccc2n1	1%	-15%	-3%
N#Cc1ccc(CN2CC[C@@]3(CCCN(C(=O)c4ccncc4)C3)C2)cc1	4%	9%	-14%
Nc1nc2c(ncn2C2CC(O)C(CO)O2)c(=O)[nH]1 (centres undefined)	7%	-1%	-35%
CC(=O)Nc1c(N)[nH]c(=O)n(C)c1=O	-4%	6%	-2%

As a working copy, 13 of the compounds above.
SMILES	VP16 counter	Menin MLL FP TR	RORgamma inh
C/C(CCN1CCCc2nc(C)c(C)cc21)=N\O[C@@H](C)c1cn([C@@H]2COC[C@@H]2O)nn1	1%[10 µM]	1%[11.7 µM]	10%[10 µM]
OCC1OC([S-])[C@H](O)C(O)C1O.[Au+] (some centres undefined)	6.3µM*	5%	-9%
O=C(c1ccco1)N1CCC[C@@]2(CCN(Cc3ccccc3)C2)C1	1%	-12%	8%
COc1cccc(Nc2ncc3ncc(=O)n(C4CC4)c3n2)c1	-9%	4%	21%
CCC(=O)O[C@@H](OP(=O)(CCCCc1ccccc1)CC(=O)N1C[C@H](C2CCCCC2)C[C@H]1C(=O)O)C(C)C (some centres undefined)	-11%	-1%	40%
Cc1nc2cncnc2n(-c2ccccc2)c1=O	-19%	0%	-10%
COc1cccc(-c2cncnc2NC2CCNCC2)c1	7%	-11%	11%
CC(C)=CCCC1(C)C=Cc2c(c(C)cc3c2[nH]c2ccccc23)O1 (centres undefined)	-7%	?	30%
COc1cccc(Cn2c(=O)c(-c3cc(F)cc(F)c3)nc3cnc(N4CCN(C)CC4)nc32)c1	1%	?	-16%
Cc1noc(C)c1-c1nc(N2CCOCC2)c2ccccc2n1	1%	-15%	-3%
N#Cc1ccc(CN2CC[C@@]3(CCCN(C(=O)c4ccncc4)C3)C2)cc1	4%	9%	-14%
Nc1nc2c(ncn2C2CC(O)C(CO)O2)c(=O)[nH]1 (centres undefined)	7%	-1%	-35%
CC(=O)Nc1c(N)[nH]c(=O)n(C)c1=O	-4%	6%	-2%

Remaining list, next part:
SMILES	VP16 counter	Menin MLL FP TR	RORgamma inh
CSCC[C@H](NC(=O)[C@H](Cc1ccccc1)NC(=O)[C@H](Cc1cnc[nH]1)NC(=O)CNC(=O)[C@@H](NC(=O)[C@H](C)NC(=O)[C@H](Cc1c[nH]c2ccccc12)NC(=O)[C@H](CC(C)C)NC(=O)[C@H](CC(N)=O)NC(=O)CN)[C@@H](C)O)C(N)=O	0%	-13%	11%
COC(=O)[C@@H]1CCCN1C(=O)[C@@H](C)CO	-10%[10 µM]	0%[11.7 µM]	0%[10 µM]
Cc1nc2cnc(Nc3ccccc3)nc2n(Cc2ccc(F)cc2)c1=O	0%	-30%	5%
CCCCC[C@H](O)CC[C@H]1[C@H](O)CC(=O)[C@@H]1CCCCCCC(=O)O	-22%	-16%	-9%
CCOC(=O)COc1ccc2c(C)c(CCN(CC)CC)c(=O)oc2c1Cl	-1%&-2%	-7%&-2%	-14%&0%

Not all compounds are listed, so the mix of outcomes need not match the whole.
